IDE cell inh = inhibitors of human insulin-degrading enzyme in cells | HEK cells, FAbetaB cleavage, fluorescence polarization | inhibition, % at 5.59 µM | actives 0.41% (n = 320,000);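 active = percent inhibition above the average of all tested compounds plus 3 SD, set per screening campaign, cut at about 16% in these data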;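 also: IDE supplied by intact live HEK cells; FP after avidin binding of uncleaved biotin substrate so inhibition keeps polarization high; 0% = DMSO wells and 100% = 60 µM reference IDE inhibitor Ii1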
IDE cell activ = boosts human insulin-degrading enzyme activity in HEK cells; activation, % at 5.96 µM; actives 0.073% (n = 340,000); FAbeta-B cleavage, fluorescence polarization; 0% vehicle, 100% cell-free pure enzyme wells; AID 493087; P14735;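 active = activation above the mean of all tested compounds plus 3 SD, set per screening campaign, cut at about 17% in these data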
The depositor's hits bear a star. Not all compounds are listed. The share of hits here may be higher or lower than overall.

SMILES | IDE cell inh | IDE cell activ
NCC(O)c1cc(O)c(O)cc1F (stereo not given) | -1 | 11
Cc1ccc(-c2cc(-c3ccccc3)cc(-c3ccccc3)[n+]2-c2ccc(C(=O)O)cc2)cc1 | -1 | 9
Nc1ncnc2c1ccn2[C@@H]1O[C@H](CO)[C@@H](O)[C@H]1O | 8 | 6
CCCNC(=O)N1[C@H]2CC[C@@H]1C(C(=O)OC)=C(c1cccc(OC)c1OC)C2 | 3 | 4
CC(=O)C1CCC2C3CCC4CC(O)CCC4(C)C3CCC12C (stereo not given) | 0 | 6
CC(Cc1ccccc1)NCCC(c1ccccc1)c1ccccc1 (stereo not given) | -2 | 0
COc1ccc2c3c1O[C@H]1C(=O)CC[C@H]4[C@@H](C2)N(C)CC[C@]314 | 6 | 2

Compounds listed so far containing nitrogen in an aromatic ring (two):
SMILES | IDE cell inh | IDE cell activ
Cc1ccc(-c2cc(-c3ccccc3)cc(-c3ccccc3)[n+]2-c2ccc(C(=O)O)cc2)cc1 | -1 | 9
Nc1ncnc2c1ccn2[C@@H]1O[C@H](CO)[C@@H](O)[C@H]1O | 8 | 6

One compound at a time, from the list above:
Listed for Cc1ccc(-c2cc(-c3ccccc3)cc(-c3ccccc3)[n+]2-c2ccc(C(=O)O)cc2)cc1 : IDE cell inh = -1; IDE cell activ = 9
Listed for CC(Cc1ccccc1)NCCC(c1ccccc1)c1ccccc1 (stereo not given) : IDE cell inh = -2; IDE cell activ = 0
